12-LOX inh: ALOX12 (human) lipoxygenase inhibition; purified 12hLO, xylenol orange hydroperoxide absorbance; actives 1.1% (n = 580,000); Potency, µM (highest dose often 108 µM), without a hit: at the top dose activity change, negative = inhibition, most hits filed as inhibitors; P18054; note: potency is the fitted concentration of half-maximal effect; % is set by controls: 0 for no effect and ±100 for the full control effect
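Purified human 12hLO at 150 nM in 25 mM Hepes, 0.01% Triton X-100, pH 7.0, preincubated 15 min at room temperature with compound. Reaction started with 40 uM arachidonic acid, 30 min at room temperature. Hydroperoxide measured by Fe-xylenol orange, 573/405 nm absorbance ratio.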
HP1b binding inh: inhibitors of HP1-beta chromodomain binding to methylated histone tails; P83916; AlphaScreen HP1-beta / biotin-H3K9me3 peptide binding; Potency, µM (titrated, usually from 114 µM), inactives show at the highest dose activity change, negative = inhibition, hits mostly inhibitors; actives 0.56% (n = 390,000); note: potency is the fitted concentration of half-maximal effect; nearly all actives have a fitted effect of over 70% in size; inactives centre near 23
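AlphaScreen: HP1-beta (50 nM) preformed 30 min with biotin-H3(1-18)K9me3 peptide (50 nM) in PBS pH 7.4, 0.01% Tween-20. Compound added for 30 min at RT, then streptavidin donor/nickel chelate acceptor beads (10 ug/mL) for 30 min.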
RGS4 inh: inhibitors of human regulator of G protein signaling 4 | Potency, µM (doses to about 114 µM), for inactives: at the top dose activity change, negative = inhibition, actives largely listed as inhibitors | Transcreener GDP fluorescence polarization, RGS4-accelerated GTP hydrolysis | AID 504845 | actives 0.039% (n = 390,000); note: potency is the fitted concentration of half-maximal effect; % is set by controls: 0 for no effect and ±100 for the full control effect; nearly all actives have a fitted effect of over 75% in size; some results filed as inactive show a strong effect at the top dose
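MLSMR compounds (23 nl, pin-transferred) preincubated 10 min at room temperature with a 500nM (2x) first reagent, then RGS4 at 900nM (2x) plus Transcreener GDP mix added; fluorescence polarization (620/688 nm) read before and after 90 min at 30 °C.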
ERG-DNA inh: blocks human ERG Ets domain binding to DNA; P11308; fluorescence polarization, His-ERG Ets domain / labelled DNA; Potency, µM (doses to about 76.9 µM), for inactives: at the highest dose FP activity, negative = inhibition, most hits filed as inhibitors; actives 0.028% (n = 370,000); active = well fitted inhibition curve with a large enough effect in the polarisation, with a control signal flat; inconclusive = small, poorly fitted or top-dose-only effect, or effect the other way, or a change in a side signal; inactive = no such curve, though single readings can be large or run the other way; the % refers to the polarisation;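 note: polarization taken with two DNA probes labelled with fluorescein and Texas red; potency is the fitted concentration of half-maximal effect; % of control where 0% means no effect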
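His-tagged ERG Ets domain (1 uM in the protein solution; 300mM KCl, 50mM Tris-HCl, 1mM EDTA, 1mM DTT, pH 7.5) received compound, then a probe mix of 5 nM fluorescein-DNA and 100nM Texas-615-DNA. Fluorescence polarization was read for both dyes.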
BAZ2B block: inhibitors of human BAZ2B bromodomain. Q9UIF8. AlphaScreen BAZ2B-H3K14Ac peptide displacement. Potency, µM (titrated, usually from 114 µM), for inactives: top-dose activity change, negative = inhibition, usual class: inhibitors. actives 4.4% (n = 360,000); note: potency is the fitted concentration of half-maximal effect; % is set by controls: 0 for no effect and ±100 for the full control effect; nearly all actives have a fitted effect of over 60% in size
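Complex of BAZ2B and biotin-H3K14Ac (50 nM apiece) forms over 30 min at RT, then faces library compounds up to 110 uM for another 30 min; AlphaScreen beads added, 20 min dark incubation, luminescence read.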
PI4K2A inh: inhibitors of human PI4K2A; AID 1346378; activity change, negative = inhibition, % at 76.9 µM; actives 0.13% (n = 420,000); purified PI4K2A, ADP-Glo luminescence, 1 h; stronger effect = lower value; Q9BTU6; in the data active = activity change below about -50%; inconclusive = mostly about -30% to -49%;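 note: -100% = wells without enzyme as full effect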
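ADP-Glo luminescence measured ADP generated by PI4K2A enzyme (4 ug/mL before mixing) with 1.2 mM PI substrate (pre-mix) and 300 microM ATP (pre-mix). Tris pH7.5 buffer with MgCl2, Triton X-100; 1 h reaction at ambient temperature.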
G9a block: blocks human histone lysine methyltransferase G9a; Q96KQ7; actives 8.8% (n = 350,000); Potency, µM (titrated, usually from 102 µM), for the others: at the top dose activity, negative = inhibition, usual class: inhibitors; G9a H3K9 monomethylation, AlphaScreen, 2 h; note: potency is the fitted concentration of half-maximal effect; % is set by controls: 0 for no effect and ±100 for the full control effect; nearly all actives have a fitted effect of over 75% in size
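Signal arises when biotinylated H3K9 peptide, once monomethylated, bridges streptavidin donor and antibody-captured acceptor beads. Enzyme at 20 nM was preincubated 15 min with test compounds; peptide 500 nM and SAM 20 uM then reacted for 2 h.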
JMJD2A Tudor inh: inhibitors of human JMJD2A Tudor domain; AlphaScreen JMJD2A-Tudor / H3K4me3 peptide binding; Potency, µM (highest dose often 114 µM), inactives show at the top dose activity change, negative = inhibition, usual class: inhibitors; actives 4.4% (n = 390,000); note: potency is the fitted concentration of half-maximal effect; % is set by controls: 0 for no effect and ±100 for the full control effect; nearly all actives have a fitted effect of over 50% in size
Target sequence (O75164 whole entry, looked up, the tested form may be a part): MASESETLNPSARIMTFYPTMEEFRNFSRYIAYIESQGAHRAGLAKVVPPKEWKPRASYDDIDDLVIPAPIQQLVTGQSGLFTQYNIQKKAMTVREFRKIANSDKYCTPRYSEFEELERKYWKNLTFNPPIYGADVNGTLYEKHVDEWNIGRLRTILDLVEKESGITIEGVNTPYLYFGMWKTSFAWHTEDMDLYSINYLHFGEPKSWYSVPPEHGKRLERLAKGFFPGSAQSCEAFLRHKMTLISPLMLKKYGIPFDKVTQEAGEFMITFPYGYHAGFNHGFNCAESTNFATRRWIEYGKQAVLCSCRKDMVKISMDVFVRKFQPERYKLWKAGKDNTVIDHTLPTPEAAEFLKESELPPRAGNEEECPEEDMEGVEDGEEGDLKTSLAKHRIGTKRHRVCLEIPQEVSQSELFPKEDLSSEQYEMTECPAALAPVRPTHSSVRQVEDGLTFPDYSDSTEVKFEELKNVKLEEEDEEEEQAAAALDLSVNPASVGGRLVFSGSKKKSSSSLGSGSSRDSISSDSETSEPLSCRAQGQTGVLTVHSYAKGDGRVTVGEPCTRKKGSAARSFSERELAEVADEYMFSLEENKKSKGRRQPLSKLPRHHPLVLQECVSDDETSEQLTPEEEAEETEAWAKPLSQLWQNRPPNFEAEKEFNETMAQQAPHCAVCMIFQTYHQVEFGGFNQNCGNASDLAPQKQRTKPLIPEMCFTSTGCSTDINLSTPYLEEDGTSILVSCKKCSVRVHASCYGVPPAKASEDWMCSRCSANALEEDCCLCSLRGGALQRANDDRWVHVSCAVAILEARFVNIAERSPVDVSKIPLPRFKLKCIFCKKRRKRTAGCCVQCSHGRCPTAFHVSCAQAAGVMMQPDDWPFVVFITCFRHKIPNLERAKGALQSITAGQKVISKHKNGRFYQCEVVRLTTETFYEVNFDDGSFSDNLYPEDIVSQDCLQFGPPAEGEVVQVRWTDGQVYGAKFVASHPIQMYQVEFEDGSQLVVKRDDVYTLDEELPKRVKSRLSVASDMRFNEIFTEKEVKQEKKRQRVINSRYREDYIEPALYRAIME
GLS inhibitor: glutaminase GLS (human) inhibition. O94925. GLS enzymatic activity, qHTS titration. Potency, µM (highest dose often 45.5 µM), without a hit: top-dose activity change, negative = inhibition, hits mostly inhibitors. actives 0.21% (n = 410,000). AID 624170; note: potency is the fitted concentration of half-maximal effect; % is set by controls: 0 for no effect and ±100 for the full control effect
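hKGA in 45 mM KH2PO4 (pH 8.2), 0.02% Tween-20 with compound, then 1mM L-Glutamine (stock as added) plus glutamate oxidase/HRP/Amplex red coupling mix. Fluorescence read initially and after 30 min at RT; signal change reflects glutamate formation.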
Numbers without * were called inactive; ? = inconclusive; nt = not tested or not shown; & = joins results of further samples; [ ] = another dose, or the depositor's remark. Unless noted, calls come from the whole dose curve; as a rule, active = well fitted curve in the direction sought with a large enough effect; inconclusive = small, poorly fitted or top-dose-only effect, or another doubt; inactive = no such curve, though single readings can be large; an effect the other way counts as inactive or inconclusive. An excerpt. The share of hits here may be higher or lower than overall.

SMILES	12-LOX inh	HP1b binding inh	RGS4 inh	ERG-DNA inh	BAZ2B block	PI4K2A inh	G9a block	JMJD2A Tudor inh	GLS inhibitor
COc1ccc(S[C@@H](CCN2CC[C@H](O)CCC2=O)c2ccccc2)cc1	-17.1%	45.3%[activator]	2.3%	-9.8%	0.5%	-6.3	70.0%[activator][2.33 µM]	-7.9%	6.1%
O=S(=O)(NCc1ccccc1Br)c1ccccc1Br	0.1%	37.0%	-3.8%	4.6%	9.9%	-1.1	7.9%[2.33 µM]	2.1%	-1.1%
COc1cc(CN2CCN(C(=O)CC(C)C)CC2)cc(OC)c1OC	?	?	11.5%	-4.6%	28.2µM*	3.9	?	6.31µM*	2.7%
O=C(C1=C[C@H](c2csc3ccccc23)C[C@H](OCc2ccc(CO)cc2)O1)N1CCOCC1	-4.7%	-7.2%	-14.4%	5.0%	?	6.1	-12.7%[59 µM]	?	14.2%
CCN1CCN(Cc2cc(=O)oc3cc(C)cc(C)c23)CC1	-11.5%	30.7%	-10.0%	-2.8%	-3.9%	1.6	6.0%[12.7 µM]	-3.0%	1.9%
COc1ccc(C2(CNC(=O)c3ccc(OCC(C)C)cc3)CCOCC2)cc1	16.3%	?	?	-4.1%	10.3%	3.5	-2.6%	?	-4.9%
CCCCOc1ccc(OC(=O)c2cccnc2)cc1	-2.2%	79.1%[activator]	-3.3%	-5.4%	15.1%	3.9	-124.8%	22.2%	-1.2%
Cc1cccc(NC(=O)CSc2nc3[nH]ncc3c(=O)[nH]2)c1C	-8.6%	40.0%[activator]	-12.0%	3.1%	-6.2%	-7.4	-11.8%[59 µM]	-1.1%	-10.0%
Cc1cc(C)n(CC(=O)n2nc(C)cc2C)n1	41.1%[57.4 µM]	-2.3%	-9.2%[11.4 µM]	-3.6%	-0.9%	-0.9	4.3%[12.7 µM]	-3.8%[11.4 µM]	-1.0%
CCN1CCCC1CN(Cc1cc2ccc(C)cc2[nH]c1=O)C(=S)Nc1ccc(F)cc1 (stereo not drawn)	?	27.3%	5.6%	6.3%	-15.5%	-2.1	-1.4%	-22.3%	13.6%
COc1ccc(NC(=O)c2ccc(-c3nc(COc4ccccc4)c(C)o3)cc2)cc1	-4.5%	25.5%	8.7%	-9.4%	-13.9%	1.5	-20.8%[59 µM]	-7.6%	-7.0%
O=C1CN(C(=O)COC(=O)/C=C/c2ccc(F)cc2)c2ccccc2N1	-10.1%	14.5%	4.4%	6.0%	nt	2.6	nt	-11.9%	2.1%
Oc1cccc(-c2nc3ccc4ccccc4c3c3c2CCC3)c1	-23.2%	7.6%	-16.5%	10.7%	-7.0%	7.6	-32.7%[59 µM]	-21.6%	0.3%
CCCCCN1CC(O)=C(c2nc(-c3ccc(Cl)cc3)cs2)C1=N	1.6%	8.0%	14.6%	-5.1%	11.4%	2.0	-5.9%[0.501 µM]	-34.0%	4.2%
O=C(O)c1ccc(N/N=C/c2ccc(-c3cccc(Cl)c3)o2)cc1	8.2%	16.4%	16.1%[11.4 µM]	-14.7%	?	-4.4	?	-24.3%[11.4 µM]	-4.4%
CC1(C)CC2(CCO1)OC(=O)CC2C(=O)Nc1cccc2ccccc12 (stereo not drawn)	0.0%	19.1%	11.4%	-6.4%	-7.7%	3.4	?	-5.3%	?
CCOc1ccc(S(=O)(=O)Nc2ccc(C(=O)N(C)CC(=O)Nc3ccc(OC)cc3)cc2)cc1	-16.5%	-1.2%	-10.7%	5.0%	4.2%	0.7	17.8%[0.501 µM]	-22.8%	0.1%
Nc1nn(-c2ccccc2Cl)cc1-c1nn[nH]n1	0.0%	44.0%[activator]	12.0%	2.0%	-12.7%	2.3	15.4%[59 µM]	-15.3%	6.7%
COc1cccc(N2CCN(CC(=O)NC3=Nc4ccccc4N=C(C)C3c3ccccc3)CC2)c1 (stereo not drawn)	53.5%[activator]	-4.7%	-6.5%	-1.2%	-33.3%	-3.3	?	-28.5%	-20.3%
COc1cccc(CNc2ncnc3cc(OC)c(OC)cc23)c1	150.0%[activator]	24.0%	-39.8%	5.4%	5.0%	1.9	?	-15.2%	8.1%
COc1ccc(NC(=S)NNC(=O)c2cccs2)cc1	-3.9%	6.9%	-17.0%	-13.2%	-1.5%	1.9	39.8µM*	-11.3%	25.6%
c1ccc(NC2=NCCN2CCCC2CCCC2)cc1	?	26.0%	-1.9%	0.9%	10.1%	3.6	6.6%[2.33 µM]	-21.3%	-0.8%
CCc1ccc(OCC(O)CN2CCN(c3ccc(OC)cc3)CC2)cc1 (stereo not drawn)	?	-15.7%	-15.6%	13.8%	70.8µM*	-11.6	10µM*	35.5µM*	29.6%
COc1cc2[nH]c(C(=O)NCCc3ccccc3)cc2c(OC)c1OC	0.0%	67.1%[activator]	3.5%[56.9 µM]	4.4%	-2.1%	1.3	2.6%	-8.3%	1.6%
COc1cccc(NC(=O)Cc2c(C(=O)O)[nH]c3ccccc23)c1	-4.0%	19.1%	21.8%	nt	-38.5%	-2.9	20.8%[2.33 µM]	-8.1%	13.2%
Later entries:
SMILES	12-LOX inh	HP1b binding inh	RGS4 inh	ERG-DNA inh	BAZ2B block	PI4K2A inh	G9a block	JMJD2A Tudor inh	GLS inhibitor
O=C(CCc1ccccc1)NNC(=O)c1cc(Cl)ccc1O	?	35.7%	-25.1%	17.0%	6.7%	1.7	nt	-0.7%	10.1%
CN1OC[C@@H]2CN(C(=O)CCc3ccccc3)[C@H](c3cccc(Oc4ccccc4)c3)C[C@@H]21	-12.6%	40.5%	11.8%	-4.7%	nt	-2.0	nt	-17.1%	0.3%
CCN1C(=O)[C@@H]2[C@@H](c3ccc(-c4ccc5c(c4)OCO5)cc3)N3CCCC[C@@]3(C(=O)OC)[C@@H]2C1=O	-12.1%	7.2%	-13.4%	-2.3%	-9.4%	1.7	-3.8%[2.33 µM]	-23.6%	11.3%
Cc1cc(C)c2c(c1)c(C)cc1nnc(SCC(=O)c3ccc(F)cc3)n12	-15.3%	63.5%[activator]	-23.3%	-0.1%	-12.6%	-1.0	-43.5%[59 µM]	-3.3%	-3.2%
O=C(CCSCc1cccc(Cl)c1)NCCc1ccc(Cl)cc1	?	74.9%&85.6%[activator]	5.0%&-2.3%	1.2%&-4.8%	48.6%&38.7%[activator]	2.7&3.0	5.4%[59 µM]	29.1%&30.8%	-4.2%&-15.3%
COc1ccccc1NS(=O)(=O)c1ccc(C)c(NC(=O)NCCCl)c1	0.0%	4.9%	8.5%	-3.9%	-14.1%	-2.9	nt	-12.1%	-2.7%
Cc1cccc(Cc2nnc(CCC(=O)NCc3cn4ccccc4n3)o2)c1	1.3%	30.3%	8.0%	-22.4%	4.7%	-1.3	?	0.7%	-0.4%
CC(C)C(NC(=O)OCc1ccccc1)C(=O)OCC(=O)NCc1ccco1 (stereo not drawn)	52.5%[activator]	-16.2%	40.8%	2.8%	50.1µM*	-10.3	-20.6%[59 µM]	56.2µM*	-3.7%
COc1ccccc1C(=O)Nc1cccc(C(=O)OCc2cc(=O)n3nc(C)sc3n2)c1	?	8.9%	5.6%	2.5%	-4.3%	2.9	1.0%[59 µM]	-17.5%	0.4%
O=C(Cc1ccc(F)cc1)N/N=C/c1ccc2c(c1)OCO2	3.2%	31.0%	12.1%	-0.2%	3.4%	-4.8	17.5%	-5.6%	-4.1%
COc1ccc(Nc2nc(C)cc(-c3cc(-c4ccccc4)on3)n2)cc1	-1.7%	58.2%[activator]	-48.3%	-1.4%	nt	-1.8	nt	-14.8%	5.4%
COC(=O)/C(C#N)=C/c1c(-c2ccccc2)nc2n1CCS2	0.0%	-12.2%	15.4%	-4.4%	-10.9%	-6.1	nt	-21.6%	9.4%
O=C(CN1CCC(NC(=O)c2ccccc2F)CC1)Nc1ccc2c(c1)OCCO2	-1.4%	64.0%[activator]	6.0%	0.8%	-2.7%	1.5	11.9%[0.501 µM]	?	-1.1%
COc1ccccc1NC(=O)C1CCCN1C(=O)NC1CCCCC1 (stereo not drawn)	-26.0%	25.4%	9.3%	-2.5%	2.3%	-1.8	-2.1%[59 µM]	0.4%	0.7%
CS(=O)(=O)N1N=C(c2cccs2)CC1c1ccccc1 (stereo not drawn)	0.0%	31.2%	2.9%	-4.8%	-13.4%	1.4	10.1%	0.0%	-7.8%
O=C(CCCSc1nc2ccccc2c(=O)[nH]1)c1ccc(F)cc1	4.9%	5.0%	16.8%	0.5%	nt	0.2	16.4%	-3.1%	7.4%
NC(=O)C1(c2ccccc2)CCCN1C(=O)c1ccc(Br)cc1 (stereo not drawn)	-2.6%	22.3%	-1.0%	-7.6%	9.8%	9.9	-25.9%	-6.6%	1.0%
Cc1cccc(/C=N\Nc2cn[nH]c(=O)c2Cl)c1	-14.4%	8.9%	2.1%	-6.4%	-3.2%	-7.3	5.4%	-1.3%	-0.3%
CN1CCN(NS(=O)(=O)c2ccc(Cl)cc2)CC1	21.5%	15.0%	-37.4%	5.5%	1.2%	-4.5	1.12µM*	-10.9%	-20.4%
COc1ccccc1-n1c(SCC(=O)N2CCOCC2)nc(O)cc1=O	-17.3%	52.9%[activator]	-4.1%	11.4%	-0.9%	2.3	15.7%	-0.7%	1.6%
